# Assay outcomes deposited in PubChem BioAssay by National Center for Advancing Translational Sciences (NCATS).
# p53null 39C kill: qHTS Screen for Compounds that Selectively Target Cancer Cells with p53 Mutations: Cytotoxicity of p53 Null Cells at the Nonpermissive Temperature. H1299 p53-null (neo) cells, 39C, ATPlite viability, 24 h. Potency, µM (titrated, usually from 46.1 µM), without a hit: top-dose activity, negative = cell killing, most hits filed as cytotoxic. actives 0.97% (n = 55,000);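 further: potency means the concentration at half of the fitted maximal effect; 0% = DMSO only and -100% = full killing by 100 µM tamoxifen; nearly all actives have a fitted effect of over 50% in size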
#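 Temperature-shift cytotoxicity format: compound titrations on p53-null or A138V-expressing H1299 cells held 24 hr at 39C, cell ATP then measured, AC50 from Hill model.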
# PTAP-TSG101 blk: qHTS Validation Assay for Inhibitors of HIV-1 Budding by Blocking the Interaction of PTAP/TSG101: Sytravon Library Screen; Tumor susceptibility gene 101 protein (Homo sapiens), Q99816; Fluorescence polarization, FITC-PTAP peptide/Tsg101, 20 min; Potency, µM (highest dose often 115 µM), for the others: at the top dose activity change, negative = inhibition, usual class: inhibitors; 44,000 tested, under 10 active; AID 1347069, 2019; further: potency means the concentration at half of the fitted maximal effect; 0% is about no effect
#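 Read-out is FITC fluorescence polarization. Compounds were added to Tsg101 binding domain (10 uM final), then FITC-PTAP peptide (50 nM final), 20 min at r.t. Total S+P intensity flags fluorescent compounds.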
# FH mod: Identification of activators of human fumarate hydratase by quantitative high-throughput screening; FH coupled MDH/diaphorase resazurin fluorescence, 15 min; Potency, µM (titrated, usually from 79.9 µM), for the others: at the highest dose activity change, negative = inhibition, usual class: inhibitors; actives 0.22% (n = 54,000); AID 1347055, 2019; further: potency means the concentration at half of the fitted maximal effect; on the % scale 0 is the no-effect control and ±100 the full control effect; the screen sought activators but most active calls are inhibition curves; nearly all actives have a fitted effect of over 45% in size
# GALK inhibitor: qHTS Assay for Inhibitors of Human Galactokinase (GALK): NCGC Sytravon Library Screen | P51570 | recombinant GALK, Kinase-Glo ATP luminescence, 1 h | Potency, µM (doses to about 57.5 µM), inactives show at the top dose activity, negative = inhibition, most hits filed as inhibitors | 44,000 tested, under 10 active;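 further: plate controls were full GALK reaction for no effect and reaction lacking GALK for full effect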
# Target sequence (P51570 whole entry, looked up): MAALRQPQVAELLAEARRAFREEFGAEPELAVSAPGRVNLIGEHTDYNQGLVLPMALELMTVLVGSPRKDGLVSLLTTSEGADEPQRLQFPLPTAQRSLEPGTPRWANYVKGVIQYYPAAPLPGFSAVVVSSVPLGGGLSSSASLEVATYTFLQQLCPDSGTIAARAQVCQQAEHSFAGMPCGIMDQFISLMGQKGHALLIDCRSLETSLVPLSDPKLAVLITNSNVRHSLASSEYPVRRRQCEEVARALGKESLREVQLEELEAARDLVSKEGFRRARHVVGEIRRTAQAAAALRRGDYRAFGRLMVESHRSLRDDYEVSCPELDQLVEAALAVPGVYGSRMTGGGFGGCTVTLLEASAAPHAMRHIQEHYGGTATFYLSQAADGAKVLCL
#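 Luminescent ATP-depletion readout (Kinase-Glo Plus) after 1 h room-temperature incubation of human GALK (5 nM) with galactose 100 µM and ATP 35 µM, pH 8.0 HEPES/Mg2+ buffer; compounds tested in qHTS format.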
# NTMT1 inhibitor: Primary qHTS for Inhibitors of N-terminal methyltransferase 1 (NTMT1): MTaseGlo Assay; N-terminal Xaa-Pro-Lys N-methyltransferase 1 (Homo sapiens), Q9BV86; NTMT1 MTase-Glo SAH luminescence, purified enzyme; Potency, µM (series often up to 114 µM), for inactives: at the top dose activity change, negative = inhibition, hits mostly inhibitors; actives 2.5% (n = 59,000); AID 1645870, 2021;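 further: potency means the concentration at half of the fitted maximal effect; plate controls were DMSO vehicle for no effect and no enzyme for full effect; nearly all actives have a fitted effect of over 65% in size; many of its hits are not listed in these tables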
# Target sequence (Q9BV86 whole entry, looked up): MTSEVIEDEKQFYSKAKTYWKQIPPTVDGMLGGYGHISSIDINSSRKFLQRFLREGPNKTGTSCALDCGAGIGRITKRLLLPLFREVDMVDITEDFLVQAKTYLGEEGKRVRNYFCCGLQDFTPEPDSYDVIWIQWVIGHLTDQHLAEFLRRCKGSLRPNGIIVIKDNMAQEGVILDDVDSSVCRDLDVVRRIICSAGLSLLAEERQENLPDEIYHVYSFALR
# B2AR arrestin ag: qHTS assay of beta-arrestin-biased ligands of beta2-adrenergic receptor: NCGC Sytravon Library Screen | 44,000 tested, under 10 active | Potency, µM (series often up to 46.1 µM), without a hit: at the highest dose activation, usual class: activators | AID 1347077, 2019 | HTLA Tango cells, beta-arrestin recruitment, luciferase luminescence, 18 h | Beta-2 adrenergic receptor (Homo sapiens), P07550;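 further: potency means the concentration at half of the fitted maximal effect; 0% = DMSO and full agonism = EC100 isoproterenol or metaproterenol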
# Target sequence (P07550 whole entry, looked up): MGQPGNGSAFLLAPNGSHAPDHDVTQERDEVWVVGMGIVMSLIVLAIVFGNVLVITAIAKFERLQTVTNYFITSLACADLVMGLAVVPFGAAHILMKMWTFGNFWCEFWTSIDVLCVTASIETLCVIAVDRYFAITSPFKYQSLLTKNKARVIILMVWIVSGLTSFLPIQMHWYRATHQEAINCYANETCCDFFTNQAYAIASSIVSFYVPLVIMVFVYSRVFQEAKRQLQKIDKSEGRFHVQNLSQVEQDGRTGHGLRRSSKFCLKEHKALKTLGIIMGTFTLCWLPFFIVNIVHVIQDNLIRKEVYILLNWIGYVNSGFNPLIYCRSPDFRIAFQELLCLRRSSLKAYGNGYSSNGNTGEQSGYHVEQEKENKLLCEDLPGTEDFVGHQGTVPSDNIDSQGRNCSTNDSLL
#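 Receptor–beta-arrestin recruitment read by tTA-responsive luciferase: compound titrations (up to 46 µM) incubated 18 h with Tango cells, then luminescent substrate 15 min at room temperature. Concentration-response fits classified by r2, efficacy and activity.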
# p53null 32C tox: qHTS Screen for Compounds that Selectively Target Cancer Cells with p53 Mutations: Cytotoxicity of p53 Null Cells at the Permissive Temperature. actives 0.62% (n = 55,000). H1299-neo p53 null cells, ATP luminescence, 24 h, 32C. Potency, µM (titrated, usually from 46.1 µM), without a hit: at the highest dose activity change, negative = cytotoxicity, usual class: cytotoxic;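 further: potency means the concentration at half of the fitted maximal effect; 0% = DMSO only and -100% = full killing by 100 µM tamoxifen; nearly all actives have a fitted effect of over 55% in size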
#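 Luminescent ATP readout gave cell viability of p53-null H1299-neo cells after a 24 h compound exposure at the permissive 32C. Titrations ran up to 46 uM, and AC50s were fitted with the standard Hill equation.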
# * hit, by the source's call; ? = inconclusive; [ ] = remark or other dose. The call rests on the fitted dose curve; in most records, active means well fitted curve in the direction sought with a large enough effect; inconclusive means small, poorly fitted or top-dose-only effect, or another doubt; inactive means no such curve, though single readings can be large; an effect the other way counts as inactive or inconclusive. An excerpt, so the mix of outcomes need not match the whole.
smiles | p53null 39C kill | PTAP-TSG101 blk | FH mod | GALK inhibitor | NTMT1 inhibitor | B2AR arrestin ag | p53null 32C tox
Cc1c(C(c2ccc(Cl)cc2Cl)c2c(O)c3ccccc3oc2=O)c(=O)n(-c2ccccc2)n1C (configuration not stated) | 22% | -1% | 16% | 0% | 10% | 0% | 20%
Cc1cc(-n2c(/C=C/c3ccc(Br)s3)nc3ccccc3c2=O)ccc1Br | -1% | 2% | 5% | 1% | 5% | 1% | 13%
COc1ccccc1-n1c(/C=C/c2ccccc2)nc2ccccc2c1=O | 2% | -3% | -5% | 2% | ? | ? | 21%
CCc1ccc(-n2nc(C)c3c(C(=O)NCCc4ccc(OC)c(OC)c4)cc(C)nc32)cc1 | 63%[activator] | -7% | ? | 1% | 12% | -1% | 31%[activator]
Cc1ccc(NC(=O)N(Cc2ccc3c(c2)OCO3)C2CCN(Cc3ccccc3)CC2)cc1F | ? | 0% | -19% | 1% | 15% | 0% | -16%
Cc1ccc(C(=O)COC(=O)c2cccc(NC(=O)c3ccc(Br)cc3)c2)cc1 | ? | -1% | 1% | 0% | -6% | -2% | -26%
COc1ccc(NC(C)=O)cc1NC(=O)c1cccn(Cc2ccccc2)c1=O | 17% | 0% | 12% | 4% | -1% | 0% | -4%
Cc1cccc(CN2C(=O)CN=C(c3ccccc3)c3ccccc32)c1 | 15% | 2% | -19% | 0% | -4% | 5% | 29%
COc1cccc(CN2C(=O)C3(SCC(=O)N3c3ccc(C)c(Cl)c3)c3ccccc32)c1 (configuration not stated) | 40%[activator] | 0% | -23% | 0% | 1% | 1% | 12%
O=C1CC(c2c(F)cccc2Cl)c2c(c3ccccc3oc2=O)O1 (configuration not stated) | 3% | 0% | -12% | 0% | 9% | 1% | -4%
COc1cccc(-c2cc(C(=O)Nc3cnn(Cc4ccc(Cl)cc4Cl)c3)no2)c1 | ? | 2% | -3% | 6% | 2% | 0% | -22%
Cc1ccc(C(C)(C)C)c(OCC(=O)Nc2ccc(Cl)cc2C(=O)c2ccccc2)c1 | 3% | -3% | -14% | -13% | 15% | 0% | 1%
N#Cc1cccc(NC(=O)CSc2nc3c(cc2C#N)N2CCC3CC2)c1 | -11% | -3% | -18% | 2% | -14% | -2% | -7%[9.22 µM]
CC(=O)c1cccc(NC(=O)c2cc3c(s2)-c2c(C)cccc2OC3)c1 | ? | 0% | 20% | 0% | 0% | 0% | 10µM*
CC(=O)c1ccc(NC(=O)c2sc3nc4c(cc3c2N)N2CCC4CC2)cc1 | -27% | -12% | -14% | -1% | -8% | 1% | ?

# Grouped by structure, the compounds so far containing a thiophene ring, fused or not.
smiles | p53null 39C kill | PTAP-TSG101 blk | FH mod | GALK inhibitor | NTMT1 inhibitor | B2AR arrestin ag | p53null 32C tox
Cc1cc(-n2c(/C=C/c3ccc(Br)s3)nc3ccccc3c2=O)ccc1Br | -1% | 2% | 5% | 1% | 5% | 1% | 13%
CC(=O)c1cccc(NC(=O)c2cc3c(s2)-c2c(C)cccc2OC3)c1 | ? | 0% | 20% | 0% | 0% | 0% | 10µM*
CC(=O)c1ccc(NC(=O)c2sc3nc4c(cc3c2N)N2CCC4CC2)cc1 | -27% | -12% | -14% | -1% | -8% | 1% | ?

# (continued)
smiles | p53null 39C kill | PTAP-TSG101 blk | FH mod | GALK inhibitor | NTMT1 inhibitor | B2AR arrestin ag | p53null 32C tox
CC(C)c1ccc(Cc2cn3cc(-c4cc5ccccc5oc4=O)nc3s2)cc1 | ? | -1% | -1% | 3% | 6% | 0% | 5%
CCCCc1ccc(NC(=O)c2cccn(Cc3ccc(Cl)cc3)c2=O)cc1 | -5% | -5% | -10% | 2% | ? | -1% | -7%
COc1ccccc1CN1CCN(C(=O)COc2cccc(C)c2)CC1 | 4% | 1% | -21% | -2% | -6% | -2% | -4%
Cc1nnc(NC(=O)c2cccn(Cc3ccccc3)c2=O)s1 | 17% | -10% | -8% | -6% | 8% | -4% | 4%
CCC12CN3CC(CC)(CN(C1)C3c1ccccn1)C2=O (configuration not stated) | -16% | -2% | 15% | 0% | 4% | -2% | -3%
O=C(COc1ccccc1F)N1CCN(Cc2cc(=O)n3nc(-c4ccccc4Cl)sc3n2)CC1 | 2% | -5% | -2% | 2% | -6% | 0% | -3%
Cc1ccc(-n2c(/C=C/c3ccc(Br)s3)nc3ccccc3c2=O)cc1 | 9% | 4% | 11% | 1% | 0% | -1% | -17%
COc1ccc(OCC(=O)N2CCN(Cc3cc(=O)n4nc(-c5ccccc5C)sc4n3)CC2)cc1 | -18% | -4% | -11% | 1% | 0% | 7% | -10%
COc1ccc(Cl)cc1NC(=O)CN1C(=O)CN=C(c2ccccc2)c2cc(Cl)ccc21 | 13% | -2% | ? | -1% | 5% | 0% | 30%[activator]
Cc1ccc2nc(NC(=O)c3cccn(Cc4ccc(Cl)cc4)c3=O)sc2c1 | -1% | 2% | 6% | 2% | 11% | 0% | -1%
COc1cccc(-n2c(/C=C\c3ccc(Cl)cc3)nc3ccccc3c2=O)c1 | 38%[activator] | 6% | -11% | 2% | 11% | 1% | 19%
CCOc1ccc(NC(=O)CN(c2ccc(Cl)cc2C)S(=O)(=O)c2ccccc2)cc1 | 33%[activator] | -7% | ? | 0% | -7% | 0% | -17%
CC(C)(C)c1ccc(S(=O)(=O)Nc2ccc(O)c(Sc3nc4ccccc4s3)c2)cc1 | 45%[activator] | -2% | ? | -2% | -4% | -1% | 43%[activator]
Cc1ccc(-c2nc(CN3C(=O)CN=C(c4ccccc4Cl)c4cc(Cl)ccc43)c(C)o2)cc1 | -2% | 1% | -17% | 3% | 8% | -2% | 2%
Cc1ccc(NC(=O)Cn2c(=O)oc3cc(S(=O)(=O)N4CCCCCC4)ccc32)cc1Cl | 33%[activator] | 1% | -8% | 3% | 3% | 0% | 6%
Cc1ccc(Cn2cccc(C(=O)Nc3ccc4c(c3)OCCO4)c2=O)cc1 | 1% | -2% | ? | 2% | -3% | 6% | 10%
CC(C)c1nn2c(=O)cc(COC(=O)Cc3ccccc3)nc2s1 | 8% | -1% | 6% | -1% | -1% | -1% | -2%
Cc1nnc(NC(=O)c2cccn(Cc3cccc(F)c3)c2=O)s1 | 17% | -2% | -4% | 2% | 5% | 0% | -3%
Cc1cccc(-n2c(/C=C/c3cn(C)c4ccccc34)nc3ccccc3c2=O)c1 | 7% | 14% | -27% | 0% | -14% | 0% | -6%
CCc1ccc(NC(=O)c2cccn(Cc3cccc([N+](=O)[O-])c3)c2=O)cc1 | -1% | -6% | -4% | 4% | 0% | -3% | -4%
Cc1cccc(C2CC(=O)Oc3c2c(=O)oc2ccccc32)c1 (configuration not stated) | 4% | -3% | -6% | -1% | 12% | 0% | -12%[9.22 µM]
Cc1cccc(OCC(=O)N2CCN(Cc3cc(=O)n4nc(-c5ccccc5Cl)sc4n3)CC2)c1 | -4% | 0% | ? | 0% | -4% | 0% | 2%
Cc1c(C(c2ccc(F)cc2)c2c(O)c3ccccc3oc2=O)c(=O)n(-c2ccccc2)n1C (configuration not stated) | 5% | -6% | 4% | -1% | 9% | -2% | 11%
COc1ccc(Br)cc1C1SCC(=O)Nc2c1c(C)nn2-c1ccccc1C (configuration not stated) | ? | -7% | -13% | -13% | 13% | -3% | 2%
N#Cc1ccccc1NC(=O)c1cccn(Cc2ccccc2)c1=O | 2% | -9% | -24% | 0% | 7% | -2% | 10%
CSc1ncc(C(=O)Nc2ccc(Cl)cc2C(=O)c2ccccc2)c(C)n1 | -8% | 5% | -2% | 0% | -10% | 1% | -10%
COc1ccc(-n2c(/C=C\c3ccccc3F)nc3ccccc3c2=O)c(OC)c1 | -6% | -8% | -11% | -5% | 7% | 4% | -5%
CC(C)(C)c1ccc(OCC(=O)Nc2ccc(Cl)cc2C(=O)c2ccccc2)cc1 | -6% | -3% | -9% | -2% | 13% | 0% | 2%
CCOc1ccc(-n2c(/C=C/c3ccccc3)nc3ccccc3c2=O)cc1 | 11% | -2% | -6% | 0% | ? | -1% | -4%
CCOc1ccc(-c2cc(C)n3nc(C(=O)Nc4ccc(C)c(C)c4)cc3n2)cc1 | ? | 0% | 8% | 5% | ? | 0% | -11%
CCOc1ccc2nc(NC(=O)c3cccn(Cc4ccc(Cl)cc4)c3=O)sc2c1 | -1% | 1% | 12% | 1% | 2% | 0% | -1%
CC(C)C12CN3CC(C(C)C)(CN(C1)C3c1ccccn1)C2=O (configuration not stated) | -26% | -6% | ? | -4% | 17% | -1% | -5%
CCCCOc1ccc(CNC(=O)c2cc3n(n2)CCCN(Cc2ccc(C)cc2)C3=O)cc1 | 75%[activator] | -1% | 4% | -4% | 4% | -1% | 66%[activator]
Cc1c(C(c2ccc(O)cc2)c2c(O)c3ccccc3oc2=O)c(=O)n(-c2ccccc2)n1C (configuration not stated) | 20% | -6% | 1% | 3% | 1% | -2% | 2%
O=C(Nc1ccc2c(c1)OCO2)c1cccn(Cc2cccc(F)c2)c1=O | 3% | -7% | 3% | -2% | -5% | -2% | -1%
Cc1ccc(Cl)cc1NC(=O)N(Cc1ccc2c(c1)OCO2)C1CCN(Cc2ccccc2)CC1 | -5% | 2% | -14% | 3% | 0% | 0% | 2%
N#Cc1cc2c(nc1SCC(=O)Nc1cccc(F)c1)C1CCN2CC1 | -20% | -13% | 5% | 0% | 0% | ? | -5%
Cc1ccccc1OCC(=O)N1CCN(CCc2ccccn2)CC1 | -13% | 6% | 9% | 0% | -22% | -4% | 2%
Cc1cc(NC(=O)c2cccn(Cc3ccccc3)c2=O)no1 | -3% | -1% | -11% | 0% | -7% | -1% | 3%
COc1cc(/C=C/c2nc3ccccc3c(=O)n2-c2ccc(Br)c(C)c2)ccc1O | 10% | -2% | -8% | -1% | -5% | 0% | 13%
COCCN(CCOC)S(=O)(=O)c1ccc(C(=O)Nc2sc3c(c2C(N)=O)CCCC3)cc1 | ? | 1% | -5% | 2% | 11% | -1% | -23%
COc1ccc(OC)c(C(c2c(O)c3ccccc3oc2=O)c2c(C)n(C)n(-c3ccccc3)c2=O)c1 (configuration not stated) | 15% | 0% | 1% | -2% | -21% | -1% | 3%
COc1cc(NC(=O)CCn2c(=O)oc3ccccc32)cc(OC)c1OC | ? | 0% | -10% | 6% | -1% | -2% | -9%
Cc1ccc(Cn2cccc(C(=O)Nc3nnc(C)s3)c2=O)cc1 | 28% | -4% | -3% | 1% | -6% | -3% | -10%
CCCOC(=O)c1c(C)oc2c1cc(NS(=O)(=O)c1ccc(OCC)cc1)c1ccccc12 | ? | 0% | -10% | -1% | -14% | -1% | -4%
